C2C12 statin: suppressors of simvastatin-induced myotoxicity in C2C12 myotubes | ATP luminescence, 48 h; scaled: DMSO 0, geranylgeraniol control 100 | rescue of ATP level, % at 7.49 µM | 330,000 tested, 0.78% active | AID 602340;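 active = mean ATP rescue above about 67%, or every replicate alone reaching that limit, limit read from the data, passing the limit was not always enough; inconclusive = no clear call, values can overlap the other calls; inactive = mean under the limit and some replicate under it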;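 note: myotubes were challenged with 10 µM simvastatin during compound exposure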
PGC1a acetyl inh: PGC1a acetylation modulation, inhibitor mode; U2OS PGC1a acetylation, AlphaScreen anti-acetyl-lysine; with virally co-expressed GCN5 acetyltransferase; inhibition, % at 15.6 µM; 350,000 tested, 0.17% active; AID 651687;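 active = every replicate shows inhibition of at least 40%; inconclusive = mean inhibition at least 40% but some replicate below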;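 note: 0% = neutral control wells and 100% = positive control wells; some results beyond the cut were filed as inactive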
INS-1E GSIS act: primary screen for activators of insulin secretion dependent on glucose, INS-1E cells, GLuc reporter luminescence. INS-1E GLuc reporter insulin secretion, 2-3 h. activation, % at 16.6 µM. 370,000 tested, 0.61% active;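 active = lowest replicate activation of at least 40%, so every replicate reaches that level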;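 note: 0% = median of neutral control wells and 100% = median of IBMX positive control wells; some compounds called inactive have numbers as strong as hits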
Cneo AK release: Cryptococcus neoformans lysis via adenylate kinase release; C. neoformans lysis, adenylate kinase release luminescence, 4 h; normalised: neutral wells 0, clomiphene wells 100; lysis activity, % at 15 µM; 360,000 tested, 0.2% active; AID 651654;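 active = mean lysis activity across replicates of at least 80%, whatever share of replicates individually reach that level; inactive = mean lysis activity below 80%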
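Schedule: static 4 h at 37 °C with compound, 1 h detection; system: C. neoformans cells; benchmarks: Clomiphene as positive control; buffer or medium: fresh YPD medium; measure: luminescence rise reflecting yeast cell lysis; measured by: luminescent adenylate kinase detection reagent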
PglD inh: blocks C. jejuni PglD acetyltransferase activity. inhibition, % at 12.5 µM. purified PglD enzyme, DTNB colorimetric CoA detection. 360,000 tested, 0.098% active; in the data active = inhibition above about 16%, passing the limit was not always enough; inconclusive = no clear call, values can overlap the other calls; note: strong numbers were not always called active
LGR2 inh: blocks bursicon-induced cAMP signaling via Drosophila LGR2; HEK293 LGR2, CRE-luciferase, bursicon-stimulated, 4 h; inhibition, % at 9.99 µM; 380,000 tested, 0.35% active; AID 720647;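 active = drop in luminescence signal, shown as inhibition above about 50% in the replicate tests, limit read from the data, passing the limit was not always enough; inconclusive = probably only some replicates passing the limit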;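 note: agonist challenge used bursicon conditioned medium at about half maximal strength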
ARNT TACC3 PPI: disrupts binding between human ARNT and TACC3; 390,000 tested, 0.66% active; AlphaScreen His-ARNT PAS-B/GST-TACC3 binding, luminescence; TACC3 fragment carries E629A point mutation; inhibition, % at 9.99 µM;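 active = mean inhibition of replicates at least 50% and at least half of replicates each reaching 50%; inconclusive = half or more replicates reach 50% but mean below 50%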;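 note: 0% = complete ARNT plus TACC3 wells and 100% = ARNT alone without TACC3; many hits fall short of the cut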
PAX8 reporter: PAX8 transcriptional activity inhibition; RMG-I TPO-luciferase reporter, SteadyGlo, 24 h; inhibition, % at 12.6 µM; 360,000 tested, 1.2% active; AID 652154;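 active = mean replicate inhibition at least 60% with every replicate also reaching 60%; inconclusive = only one of the two criteria is met; inactive = mean below 60% and not all replicates reaching 60%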;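 note: luciferase light reporting Pax8 driven TPO promoter activity; plate controls were median of neutral control wells for no effect and mitoxantrone controls for full effect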
Active calls of the source: *; ? = inconclusive; . = not tested or not shown; & = joins results of further samples.

SMILES | C2C12 statin | PGC1a acetyl inh | INS-1E GSIS act | Cneo AK release | PglD inh | LGR2 inh | ARNT TACC3 PPI | PAX8 reporter
CCCN1C[C@H](C)[C@@H](OC)CN(C)C(=O)c2cc(NC(=O)Nc3cccc(OC)c3)ccc2OC[C@H]1C | -11 | -1 | -9 | . | . | -30 | . | .
Cc1cc(NC(=O)CSc2nnnn2-c2ccc(C(C)C)cc2)no1 | 10 | . | 13 | -1 | 5 | 34 | 1 | -6
CO[C@@H](CN(C)C(=O)c1ccc2c(c1)OCO2)[C@H](C)CN([C@@H](C)CO)S(=O)(=O)c1ccc(Cl)cc1 | 1 | -9 | -8 | -2 | 0 | -8 | 2 | .
C[C@H](CO)N1C[C@H](C)[C@H](CN(C)S(=O)(=O)c2cn(C)cn2)Oc2ccc(NC(=O)Cn3cnnn3)cc2CC1=O | 34 | -3 | 2 | -2 | 4 | 15 | . | -2
Cc1nn(C)c(Cl)c1CN1CCN(CC(C)C)C(CCO)C1 (stereo not given) | 9 | . | 32 | 3 | 7 | -8 | 23 | 14
O=C(NC(Cc1ccccc1)C(=O)O)/C(=C\c1ccc(Cl)cc1)NC(=O)c1ccco1 (stereo not given) | 4 | -11 | -10 | 3 | 4 | 6 | -3 | -19
CCOc1cc(C(N)=O)cc(Br)c1OC | 0 | 35 | . | -2 | 0 | . | 0 | -9
CCc1ccc(OCC(=O)NNC(=O)c2c(CC)noc2C)cc1 | . | . | 20 | . | . | 5 | -2 | -6
COc1ccccc1-n1cnnc1SC(C)C(=O)NCC1CCCO1 (stereo not given) | 0 | 9 | 0 | 0 | -3 | 8 | -3 | -4
Cc1ccc(C2(C)NC(=O)N(CC(=O)Nc3nc(-c4ccccn4)cs3)C2=O)cc1 (stereo not given) | 11 | 7 | -12 | 3 | 1 | -10 | 54* | 16
C[C@@H]1CN([C@@H](C)CO)C(=O)c2cc(NC(=O)c3ccncc3)ccc2O[C@@H](C)CCCCO[C@@H]1CN(C)C(=O)Cc1ccccc1 | -11 | -7&-2 | 13&7 | 3&4 | 0&3 | 2 | 7 | 5&-33
Cc1ccc(NC(=O)CN2C(=O)COc3ccc(C)cc32)nc1 | 81* | -13 | 10 | -2 | -2 | -19 | -21 | .
C[C@@H](O)C#Cc1cnc2c(c1)C(=O)N([C@@H](C)CO)C[C@H](C)[C@@H](CN(C)C(=O)Cc1ccncc1)O2 | -5 | 0 | 22 | -3 | -3 | 18 | -10 | -16
Cc1cc(=O)c(C(=O)O)nn1-c1ccccc1Cl | 2 | 9 | 22 | 5 | -3 | 10 | -1 | -31
CCc1nc2ccc(C(=O)N(C)CC(=O)Nc3ccccc3C(F)(F)F)cc2nc1CC | . | -1 | 0 | . | . | 15 | 6 | .
COCCCN1C(=O)C(=O)/C(=C(/O)c2ccc(S(=O)(=O)N3CCOCC3)cc2)C1c1cccc(Cl)c1 (stereo not given) | 3 | 8 | 3 | 0 | 1 | 1 | 5 | -8
Cc1cccc(NC(=S)Nc2cccc3ccccc23)c1 | -1 | -8 | 4 | 1 | 2 | -25 | 10 | -15
CCCC(=O)Nc1ccc2c(c1)C(=O)N(C)C[C@H](OC)[C@@H](C)CN(C)[C@H](C)CO2 | -11 | -2 | 21 | 16 | 0 | -2 | 0 | .
COc1ccccc1CNC(=O)C1(C)CCN1Cc1ccc2ccccc2c1 (stereo not given) | 12 | -47 | -39 | -2 | -3 | 30 | . | 15
COc1ccc2[nH]c3c(=O)n4c(nc3c2c1)SCCC4 | . | -15 | 6 | 2 | -2 | 14 | . | -13
COc1cc(/C=C2\C(=O)N(c3ccc(S(N)(=O)=O)cc3)N=C2C)ccc1OC(=O)c1ccco1 | . | 5 | 1 | . | . | -5 | 0 | -2
COc1cc(C(=S)N2CCOCC2)cc(OC)c1OS(=O)(=O)c1ccc(NC(C)=O)cc1 | -16 | -16 | . | -1 | -6 | . | 2 | -11
C[C@H]1CN([C@@H](C)CO)C(=O)Cc2cc(NC(=O)Cn3cnnn3)ccc2O[C@H]1CN(C)Cc1ccc2c(c1)OCO2 | 11 | 5 | 15 | -1 | 1 | -12 | -19 | 2
Nc1[nH][nH]c(=O)c1N=Nc1cccc(Cl)c1 | -6 | 7 | 9 | 3 | -1 | -22 | -13 | -6
CC(C)(C)C(=O)CSc1ccc(S(=O)(=O)N2CCN(Cc3ccccc3)CC2)cn1 | -17 | 7 | -10 | 2 | -1 | 2 | 23 | 2

Following part.
SMILES | C2C12 statin | PGC1a acetyl inh | INS-1E GSIS act | Cneo AK release | PglD inh | LGR2 inh | ARNT TACC3 PPI | PAX8 reporter
O=C(NCc1cc(Cl)cc(Cl)c1)c1ccc2nc([C@H]3C[C@H](O)[C@@H](CO)O3)[nH]c2c1 | 14 | 18 | . | -1 | -3 | 5 | . | 8
C[C@@H]1CN([C@H](C)CO)S(=O)(=O)c2ccc(-c3ccccc3F)cc2O[C@@H]1CN(C)CC1CC1 | -48 | -4 | 0 | -1 | 12 | 16 | 11 | .
CO[C@@H]1CN(C)C(=O)c2ccc(NC(=O)Nc3ccc(C(F)(F)F)cc3)cc2OC[C@H](C)NC[C@H]1C | -24 | -2 | -21 | 54 | 0 | 0 | 0 | 7
COCc1cn(CC[C@@H]2CC[C@@H](NC(=O)Nc3ccc(OC)cc3)[C@H](CO)O2)nn1 | -1 | -2 | -17 | 3 | 2 | 19 | -3 | -19
NC(=O)COC(=O)c1ccc2noc(-c3ccccc3)c2c1 | 9 | 3 | 21 | 0 | 2 | -69 | 11 | -48
COc1ccc(CCNC(=O)CSCc2ccc(C)cc2)cc1OC | . | -17 | 21 | . | . | -7 | 4 | .
O=S(=O)(NCCS(=O)(=O)N1CCN(c2ccccc2)CC1)c1ccc(F)cc1 | . | . | 5 | . | . | 0 | 1 | -2
COC(=O)c1c(C(=O)OC)c(-c2ccc(Cl)c(Cl)c2)n2c1CCC2 | . | 0 | -34 | . | . | 9 | 6 | .
CCCCc1ccc(-c2csc(/C(C#N)=C/c3ccco3)n2)cc1 | . | 4 | -19 | -2 | -9 | -18 | 0 | -108
O=C(OCC(=O)N1CCN(c2ccccc2)CC1)c1ccc(Cl)cc1[N+](=O)[O-] | 3 | -38 | 1 | -1 | -2 | -7 | 3 | 6
O=c1[nH][nH]c(=O)c2nc(Nc3ccccc3)ncc12 | 8 | -3 | -3 | -1 | -1 | -16 | 69* | 6
CCOC(=O)c1c(CSc2ccccc2)oc2cc(Br)c(O)c(CN(C)C)c12 | 2 | -14 | -30 | . | . | 8 | 18 | -13
COc1ccc(CN(C)C[C@H]2OCCCC[C@H](C)Oc3ccc(NS(=O)(=O)c4ccccc4)cc3C(=O)N([C@@H](C)CO)C[C@@H]2C)cc1 | . | -7 | -9 | 5 | 1 | 2 | -3 | 15
CCOC(=O)C1=CN(Cc2ccc(OC)cc2)C=C(C(=O)OCC)C1c1cccs1 | . | -20 | -14 | . | . | 29 | 8 | 12
CCOC(=O)c1c(C)n(C)c2cc(Br)c(O)c(O)c12 | -1 | ? | 23 | 0 | -6 | -17 | -36 | -16
C[C@@H]1CCCCO[C@H](CN(C)C(=O)Nc2ccc(C(F)(F)F)cc2)[C@@H](C)CN([C@H](C)CO)C(=O)c2cc(NC(=O)Nc3ccccc3)ccc2O1 | . | 9 | 5 | 1 | -1 | -2 | 6 | -8
O=C(CC1CC1)N1CC[C@H]2[C@H](CO)Nc3ccc(-c4ccc(F)cc4)cc3[C@H]21 | 16 | -5 | -5 | 0 | -3 | 30 | 20 | 17
C[C@H]1CN([C@@H](C)CO)C(=O)c2c(c3ccccc3n2C)-c2ccccc2CO[C@H]1CN(C)Cc1ccncc1 | -17 | 4 | 4 | -1 | 0 | -8 | -5 | .
COc1ccc(N2CCN(C(=O)CNC(=O)c3ccco3)CC2)cc1 | 9 | . | 0 | 1 | -4 | 4 | -6 | 1
COc1ccc2c(c1OC)C(=O)N1c3ccccc3COC21 (stereo not given) | -10 | 4 | . | 0 | -4 | . | 1 | .
CCC(c1ccccc1)c1nc(-c2cccnc2)no1 (stereo not given) | 3 | 4 | 0 | -2 | 4 | -10 | -4 | 16
CCC(C)[C@@H](CN(N=O)[C@@H](Cc1ccccc1)CN(C)N=O)N(CCc1ccccc1)N=O (stereo not given in full) | -5 | -11 | . | -1 | -1 | . | 0 | .
O=C1N=c2ccccc2=C1c1sc(=S)n(Cc2ccccc2Cl)c1O | 3 | -1 | 17 | -2 | -8 | -5 | -7 | 12
Cc1cccc(OCC(=O)OCC(=O)c2c(N)n(C)c(=O)n(C)c2=O)c1 | 5 | 7 | . | -1 | 4 | . | -2 | .
COc1ccc(-c2ocnc2C(=O)N2CCN(C(c3ccccc3)c3ccccc3)CC2)cc1 | . | -2 | -27 | 1 | . | -1 | 4 | 15

Continuation.
SMILES | C2C12 statin | PGC1a acetyl inh | INS-1E GSIS act | Cneo AK release | PglD inh | LGR2 inh | ARNT TACC3 PPI | PAX8 reporter
CSc1nc(-c2ccccc2)nc(NC(=O)C(C)C)c1C(C)=O | . | . | 11 | . | . | 22 | 7 | 13
Cc1sc2ncn(CC(=O)NCCN3CCOCC3)c(=O)c2c1S(=O)(=O)N1CCC(C)CC1 | -2 | -10 | 6 | 3 | -5 | 21 | 1 | .
O=C(Nc1ccc([N+](=O)[O-])cn1)c1cc(-c2cccc(Br)c2)nc2ccccc12 | . | . | -8 | -1 | -3 | 14 | 5 | 115*
Cc1noc(C)c1S(=O)(=O)N(C)C[C@H]1Oc2ccc(NC(=O)CCCCCC(=O)Nc3ccccc3N)cc2CC(=O)N([C@@H](C)CO)C[C@@H]1C | . | -1 | 28 | . | . | 21 | . | -15
COc1ccccc1NC(=O)N[C@H]1CC[C@@H](CCn2cc(-c3ccccc3OC)nn2)O[C@H]1CO | 6 | -14 | . | 0 | 1 | . | . | 18
Cc1cc2cc(NC(=O)c3ccco3)ccc2[nH]1 | -1 | 7 | . | 0 | 1 | . | 5 | .
CCn1c(C(=O)O)c(S(=O)(=O)c2ccc(Cl)cc2)c2ccccc21 | 8 | 2 | 21 | 0 | -3 | -6 | -8 | 15
CC1=C(C(=O)N(C(C)C)C(C)C)CC(CC(=O)NCCN2CCOCC2)C(=O)N1Cc1ccccc1 (stereo not given) | -8 | -1 | 7 | 0 | -1 | -2 | . | -9
CC(C)(C)c1ccc(C(CC(=O)O)NS(=O)(=O)Cc2ccccc2)cc1 (stereo not given) | 10 | 0 | -8 | 0 | -3 | 7 | -5 | -116
O=C(c1ccco1)N1CCN(S(=O)(=O)c2ccc(Br)s2)CC1 | 4 | 2 | . | -4 | 5 | . | -7 | .
O=C(Nc1nc2ccccc2s1)C1CCN(S(=O)(=O)c2cc([N+](=O)[O-])ccc2Cl)CC1 | 36 | -10 | -3 | -5 | -7 | -20 | 0 | 43
COc1cc2c(cc1OC)C(c1cc(OC)c(OC)c(OC)c1)C1(O)C(=O)OCC1(O)C2 (stereo not given) | 11 | -9 | 7 | -5 | -3 | -3 | -21 | 20

Exported tab-delimited: 3 of the compounds above.
SMILES	C2C12 statin	PGC1a acetyl inh	INS-1E GSIS act	Cneo AK release	PglD inh	LGR2 inh	ARNT TACC3 PPI	PAX8 reporter
CSc1nc(-c2ccccc2)nc(NC(=O)C(C)C)c1C(C)=O	.	.	11	.	.	22	7	13
Cc1sc2ncn(CC(=O)NCCN3CCOCC3)c(=O)c2c1S(=O)(=O)N1CCC(C)CC1	-2	-10	6	3	-5	21	1	.
O=C(Nc1ccc([N+](=O)[O-])cn1)c1cc(-c2cccc(Br)c2)nc2ccccc12	.	.	-8	-1	-3	14	5	115*

Compound activity deposited in PubChem BioAssay by Broad Institute.
